# Assay outcomes as filed in PubChem.
# GC-A act: GC-A stimulated cGMP production enhancers – HEK293 GC-A cells, cGMP TR-FRET, EC30 ANP, primary screen; activation, % at 10 µM; 370,000 tested, 0.14% active; AID 1671463, 2021; Atrial natriuretic peptide receptor 1 (Homo sapiens), P16066; 0% at EC30 ANP, 100% saturating ANP; in the data active means activation above about 40%
# Target sequence (P16066 whole entry, looked up): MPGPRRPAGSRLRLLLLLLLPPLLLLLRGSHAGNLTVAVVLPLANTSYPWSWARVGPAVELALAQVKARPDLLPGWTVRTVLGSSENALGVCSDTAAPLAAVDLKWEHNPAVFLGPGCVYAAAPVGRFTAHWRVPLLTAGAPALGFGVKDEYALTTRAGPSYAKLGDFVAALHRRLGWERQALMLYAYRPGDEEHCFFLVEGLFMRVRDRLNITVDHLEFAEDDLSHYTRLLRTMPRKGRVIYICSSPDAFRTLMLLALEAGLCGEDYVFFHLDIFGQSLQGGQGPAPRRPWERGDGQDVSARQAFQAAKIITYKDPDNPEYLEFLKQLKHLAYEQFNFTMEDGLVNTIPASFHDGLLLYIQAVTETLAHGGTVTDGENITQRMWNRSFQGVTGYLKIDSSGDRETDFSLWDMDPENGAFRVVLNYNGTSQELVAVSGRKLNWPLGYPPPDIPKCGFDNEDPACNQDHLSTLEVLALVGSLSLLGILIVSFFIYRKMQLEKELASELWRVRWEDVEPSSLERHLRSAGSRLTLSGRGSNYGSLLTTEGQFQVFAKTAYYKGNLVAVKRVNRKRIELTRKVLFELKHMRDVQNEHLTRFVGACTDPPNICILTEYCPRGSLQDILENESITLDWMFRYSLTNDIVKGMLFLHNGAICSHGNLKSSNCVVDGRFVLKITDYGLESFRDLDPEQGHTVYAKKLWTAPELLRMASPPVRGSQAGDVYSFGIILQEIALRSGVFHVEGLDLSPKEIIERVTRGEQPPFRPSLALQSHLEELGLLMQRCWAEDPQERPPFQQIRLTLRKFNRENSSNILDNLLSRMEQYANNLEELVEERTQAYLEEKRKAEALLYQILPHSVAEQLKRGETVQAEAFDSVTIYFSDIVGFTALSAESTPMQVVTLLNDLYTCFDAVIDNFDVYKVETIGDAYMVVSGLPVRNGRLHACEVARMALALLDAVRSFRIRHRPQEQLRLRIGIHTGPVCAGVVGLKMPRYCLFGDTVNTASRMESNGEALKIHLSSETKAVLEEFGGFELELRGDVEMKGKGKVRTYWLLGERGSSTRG
# DAX1 inh-1: DAX1 (NR0B1) inhibitors, primary screen, cell-based, HEK293, Gal4-DAX1, luciferase luminescence. AID 504766, 2011. HEK293 Gal4-DAX1 luciferase reporter. 340,000 tested, 0.99% active. inhibition, % at 6.75 µM. Nuclear receptor subfamily 0 group B member 1 (Homo sapiens), P51843;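 active means inhibition above the mean over all tested compounds plus 3 SD, cut at about 4.2% in these data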;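 further: 0% = DAX1-transfected cells with DMSO and 100% = empty-vector control cells with DMSO; inhibition shows as a rise in luminescence from relieved DAX1 repression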
# hcDAF-12 act: H. contortus DAF-12 nuclear receptor activators, primary screen, cell-based, luminescence, HEK293, lit1-tk-luc reporter | HEK293 hcDAF-12 lit1-tk-luc reporter; 0% DMSO, 100% Δ7-dafachronic acid | activation, % at 6.8 µM | 370,000 tested, 1.4% active | AID 652067, 2013;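 active means activation above the mean of all tested compounds plus 3 SD, cut at about 5.5% in these data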;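 further: 100% = response to 3 µM Δ7-dafachronic acid high control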
# hgDAF12 agonist: H. glycines DAF-12 receptor agonists, primary screen, cell-based, luminescence, HEK293, GAL4 fusion, UAS-luciferase | HEK293 GAL4-hgDAF12 UAS-luciferase reporter, agonist luminescence; normalized to butyrate control | activation, % at 6.8 µM | 370,000 tested, 1.8% active;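 active means activation above a cutoff set at the mean of all screened compounds plus 3 SD, cut at about 10% in these data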;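 further: 0% = DMSO wells and 100% = sodium butyrate wells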
# ADAM10 inh: human ADAM10 inhibitors, primary screen, biochemical, QFRET, HTS. inhibition, % at 7 µM. recombinant ADAM10, EDANS/DABCYL FRET peptide cleavage, 3 h. AID 720582, 2013. Disintegrin and metalloproteinase domain-containing protein 10 (Homo sapiens), O14672. 370,000 tested, 0.62% active;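 active means inhibition above a per-campaign cutoff equal to the mean of compounds falling between control-based bounds plus 3 SD, cut at about 20% in these data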;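 further: 0% = DMSO wells while the 100% control is not disclosed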
# ssDAF-12 act: S. stercoralis DAF-12 nuclear receptor activators, primary screen, cell-based, luminescence, HEK293, GRIP1 co-expression, lit1-tk-luc | activation, % at 6.8 µM | HEK293 ssDAF-12/GRIP1 lit1-tk-luc reporter; % of 3 µM dafachronic acid response | 370,000 tested, 1% active | AID 652126, 2013 | Nuclear hormone receptor DAF-12 (Strongyloides stercoralis);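 active means activation above the mean over all tested compounds plus 3 SD, cut at about 0.9% in these data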;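 further: 0% = DMSO-only wells and 100% = 3 µM delta7-dafachronic acid wells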
# PG9 Ab binder: binders of HIV-1 gp120 antibody PG9, primary screen, biochemical, TR-FRET; AID 624416, 2012; HIV-1 gp120 / PG9 antibody interaction; TR-FRET gp120-PG9 antibody binding; 360,000 tested, 0.43% active; inhibition, % at 6.7 µM; in the data active means inhibition above about 8.5%
# ADAM17 inh: ADAM17 inhibitors, primary screen, biochemical, QFRET; 370,000 tested, 0.83% active; inhibition, % at 6.95 µM; recombinant ADAM17, EDANS/DABCYL FRET peptide cleavage; Disintegrin and metalloproteinase domain-containing protein 17 (Homo sapiens), P78536;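 active means inhibition above the mean of compounds lying between control limits plus 3 SD, set per campaign, cut at about 8.5% in these data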;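 further: 0% = DMSO-only wells as the low control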
# DAX1 inh-2: DAX1 (NR0B1) inhibitors on StAR promoter, primary screen, cell-based, luminescence, SF-1 (NR5A1), full-length DAX-1. HEK293T StAR-luciferase reporter, SF-1/DAX-1 repression relief. inhibition, % at 6.8 µM. 370,000 tested, 1.1% active. AID 652010, 2013;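 active means inhibition above the mean over all tested compounds plus 3 SD, cut at about 3.6% in these data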;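 further: 0% = DAX-1 cells with DMSO and 100% = cells lacking DAX-1 with DMSO; higher inhibition means more luminescence from relief of DAX-1 repression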
# SMARCA2 act: SMARCA2 (BRM) function activators, primary screen, cell-based, luminescence, high throughput | 370,000 tested, 1% active | AID 652017, 2013 | activation, % at 9.1 µM | MG213 cells, MMTV-luciferase reporter, dexamethasone, overnight; in the data active means activation above about 7.8%;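 further: 0% = vehicle wells and 100% = reference activator wells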
# FXN GAA850 act: FXN promoter activators, primary screen, cell-based, luciferase luminescence, HEK293 lucGAA850; HEK293 lucGAA850 FXN promoter luciferase reporter, 24 h; percent of 10 µM SAHA response; 360,000 tested, 0.56% active; activation, % at 6 µM;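 active means activation above the average of all compounds screened plus 3 SD, cutoff fixed separately per campaign, cut at about 7.5% in these data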;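 further: 0% = DMSO wells and 100% = 10 µM SAHA wells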
# Numbers without * were called inactive; . = not tested or not shown.
smiles,GC-A act,DAX1 inh-1,hcDAF-12 act,hgDAF12 agonist,ADAM10 inh,ssDAF-12 act,PG9 Ab binder,ADAM17 inh,DAX1 inh-2,SMARCA2 act,FXN GAA850 act
O=C(O)/C=C/c1ccc(OCCCF)cc1,1,-0.2,-0.8,-1.8,-7,-1.3,-0.9,-2,-0.2,-6,0.4
COc1cc2c(cc1OC)C(C(=O)Nc1ccccc1N1CCN(C)CC1)C1c3ccccc3CCN1C2=O (stereo not drawn),-35,-0.5,-2.1,-0.6,-6,-2.1,1.0,-4,-0.6,-5,-9.5
CC1(c2ccccc2)NC(=O)N(NC(=O)CSc2n[nH]c(N)n2)C1=O (stereo not drawn),0,1.5,-0.5,-1.2,7,-0.4,-0.1,1,0.6,6,1.9
Cc1cc(Br)ccc1SCC(=O)OCC(=O)c1c(N)n(C)c(=O)n(C)c1=O,4,0.8,-0.4,-1.0,-1,-1.2,-1.3,0,-0.1,-2,0.4
Cc1ccc(/C=N/NC(=O)c2cccc3ccccc23)o1,4,-0.8,-0.6,-0.9,-2,-1.0,-0.2,0,-0.2,-2,-0.3
Cc1cc(C(=O)N2CCN(Cc3ccc4c(c3)OCO4)CC2)cs1,5,-0.3,-0.9,1.2,9,-1.4,-1.7,-2,0.0,1,-2.0
COc1cc2c(cc1OC)C1=NC(=O)CN1C(SCc1ccccc1)=N2,6,-0.9,-1.9,-0.7,-82,-1.2,2.2,-25,-1.2,0,0.0
CC(=O)Nc1ccc2nc(NC(=O)COc3cccc(C)c3)sc2c1,-2,-0.7,0.6,-0.3,12,-1.2,1.0,0,-0.7,0,0.4
COc1ccc(C2(C(=O)Nc3c(C)n(C)n(-c4ccccc4)c3=O)CCCC2)cc1OC,0,0.6,-1.3,-1.4,-2,-1.0,2.0,-3,-0.5,-1,0.5
O=S(=O)(c1ccc2c(c1)CCN2)N1CCOCC1,-1,0.4,1.0,-2.5,-23,-0.4,-1.1,-5,-1.9,-4,0.4
COc1ccc(-c2csc(NC(C)=O)n2)cc1OC,-1,-0.3,0.6,2.7,-5,-0.9,0.9,-3,0.5,0,1.1
Cc1cccc(C(=O)N/C(=C\c2ccco2)C(=O)N2CCCCCC2)c1,-2,-0.4,-1.2,2.9,-1,-0.7,-1.1,-3,-0.3,-3,0.3
COc1ccc(/C=N/NC(=O)CCCCCNC(=O)c2ccccc2)cc1,3,1.3,0.2,2.0,2,-1.2,-2.1,2,-0.2,-1,2.3
Cc1nnc(SCC(=O)Nc2ccc3c4c(cccc24)CC3)n1C,-2,1.7,-0.9,3.2,-16,-0.7,1.5,-11,-0.3,2,-0.2
CN(CCOc1ccc(Cl)cc1)C(=O)c1cccc(S(=O)(=O)N2CCN(c3ccccc3)CC2)c1,-7,-2.3,-5.7,-4.3,8,-2.2,-1.1,4,-7.6,-4,-2.8
CCOC(=O)c1csc(N/N=C2\CCc3ccccc32)n1,-5,0.8,2.6,3.0,8,-1.0,0.7,-2,-0.5,-1,0.1
O=[N+]([O-])c1ccc(Nc2ccc(F)cc2)cc1,-5,1.4,1.5,3.2,4,-1.3,-1.7,-1,-1.0,-1,1.2
COc1cccc(OC)c1C(=O)NN1CCCCC1,4,1.0,-1.1,-3.0,3,-0.5,1.7,-5,-0.3,6,-2.1
COc1ccccc1NC(=O)N1CCC(C(=O)c2ccc(F)cc2)CC1,1,-0.4,-1.9,-0.9,-5,-1.4,1.1,-4,0.3,-2,0.3
Cc1ccc(/C=N/NC(=O)CNC(=O)c2ccc(S(=O)(=O)N3CCCC3)cc2)o1,0,-0.6,0.4,-0.5,-3,-0.9,-1.7,-1,-0.1,0,2.3
Cc1ccc(C)n1-c1sc2c(c1C(=O)O)CCCC2,-6,3.0,0.4,-0.6,-5,-0.8,-1.8,-5,0.6,0,1.8
Cc1ccc(S(=O)(=O)N2[C@@H](c3cccc(Cl)c3)C(C(=O)O)=CC[C@H]2c2cccc(Cl)c2)cc1,0,-1.6,-1.1,0.6,12,-0.5,-0.4,0,0.4,0,1.3
CCOc1ccc(C(C)NC(=S)NC2CCCCC2)cc1 (stereo not drawn),3,-1.3,-1.1,-3.6,2,-1.3,1.0,-1,-1.0,-2,-0.1
COc1ccc(OC(C)C(=O)N(C)Cc2nc(-c3ccc(C)cc3)no2)cc1 (stereo not drawn),-3,-2.9,-3.3,-3.7,0,-1.6,-0.3,-2,-0.4,-2,-1.5
NC(=O)N/N=C1\CCS(=O)(=O)c2ccc(F)cc21,-3,1.1,-0.9,1.2,0,-1.3,-1.7,-3,0.5,0,0.1
COc1ccc(Nc2nc(N)nc(COc3ccc(OC)cc3)n2)cc1,2,0.1,-0.7,4.0,-3,-1.3,-2.4,-1,0.0,1,1.2
Cc1ccc(/C=C/C(=O)NCCCN2CCN(CCCNC(=O)/C=C/c3ccc(C)cc3)CC2)cc1,-1,0.2,0.6,0.2,1,-1.1,-1.7,-1,-0.3,0,1.1
CCn1cc(C(=O)N2CCN(c3ccccc3OC)CC2)c2cc(OC)c(OC)cc2c1=O,5,4.4*,-1.0,0.0,-5,-1.7,-2.9,-3,-0.7,0,4.6
C[n+]1cccc(CNC(=O)/C=N/O)c1,2,0.3,0.6,4.5,-3,-0.1,1.0,-4,0.0,1,-1.1
CN(C)c1cc(C(F)(F)F)nc(-c2ccccn2)n1,6,0.7,0.0,1.1,-31,-1.5,-0.1,-8,-0.5,-2,-1.4
COc1ccc(CN(C)C(=O)C23CC4CC(CC(C4)C2)C3)c(OC)c1,-4,0.8,-1.6,0.0,2,-1.4,-1.1,3,0.8,-2,-0.7
CNS(=O)(=O)c1ccc2nc(NC(=O)c3ccc(N4C(=O)CCC4=O)cc3)sc2c1,2,1.1,-1.6,-2.3,-22,-1.6,-1.2,-5,-0.7,2,-1.7
Cc1ccc(S(=O)(=O)N(C)C[C@@H]2OCCCC[C@@H](C)Oc3ccc(NS(=O)(=O)c4c(C)noc4C)cc3C(=O)N([C@H](C)CO)C[C@@H]2C)cc1,2,0.1,-0.8,-5.3,0,-1.4,1.2,6,-0.8,-3,-1.4
CCOC(=O)[C@]12CCC=C1N(Cc1cccc3ccccc13)C(=O)[C@H](CC(=O)NCc1cccc(C(F)(F)F)c1)C2,-1,.,-0.3,-3.4,2,-1.3,-1.4,5,-0.4,-1,.
Cc1cccc(C)c1NC(=O)CN(C)C(=O)CSC(=S)N1CCCC1,-5,1.6,1.1,-3.1,0,-1.5,0.1,-4,-1.6,0,-0.6
COc1ccc(CCn2nnnc2C(c2ccccc2)N2CCN(C)CC2)cc1OC (stereo not drawn),0,1.5,-0.6,0.2,-3,-1.3,-2.6,-2,0.0,-1,-1.9
C/C(=N\O)C(C)(C)Nc1ccccc1F,4,-1.1,1.4,0.7,2,-1.2,0.9,-5,0.1,-6,0.4
CCCCOc1ccc(C2(C(=O)O)CCCC2)cc1,3,0.6,-1.0,2.0,2,-1.5,1.7,-5,-0.6,-1,-1.5
c1ccc(SCc2nc(-c3ccncc3)no2)cc1,1,1.6,5.6*,6.1,7,-0.4,-1.4,-4,0.5,5,2.6
O=C(c1ccc(F)cc1F)C1CCN(c2ccc([N+](=O)[O-])cn2)CC1,-1,.,-1.4,0.4,2,-2.0,-3.1,1,-0.1,-4,0.0
COCCOC(=O)c1[nH]c2c(c1C)C(=O)C(C(=O)OC)C(C)C2 (stereo not drawn),3,3.1,2.8,10*,-16,-0.3,-1.1,2,3.0,0,4.9
CCc1nc(N2CCCCC2)c2oc3ccccc3c2n1,-5,-0.9,-0.7,0.6,-5,-1.9,0.9,-1,-1.2,-3,-1.2
COc1ccc(CCNC(=O)Cc2ccccc2)cc1OC,-3,5.6*,1.2,1.2,1,-1.0,-2.5,0,0.0,0,1.9
Clc1ccc(OCc2nc(-c3ccccn3)n[nH]2)cc1,-3,3.5,2.4,3.9,7,-1.0,-0.5,9.4*,0.8,0,0.0
CC(C)CCNC(=O)C1CCCN(S(=O)(=O)c2ccc(-n3cnnn3)cc2)C1 (stereo not drawn),0,0.2,-2.2,0.6,-5,-1.0,0.6,0,-0.1,-4,1.3
CCO[C@H]1OC(C(=O)NCc2ccccc2)=C[C@@H](c2cn(C(C)=O)c3ccccc23)[C@@H]1CCCO,-1,0.6,0.1,-3.0,26*,-0.6,-0.3,3,-0.6,-1,-1.1
O=C1CN(C(=O)c2cc([N+](=O)[O-])ccc2Cl)C(c2ccc(F)cc2)c2cc(F)ccc2N1 (stereo not drawn),-8,0.0,0.2,-0.3,-1,-1.0,-1.8,1,-0.2,0,-1.9
COc1ccc(CN2CN3Cc4ccc(C)cc4C3CS2(=O)=O)cc1 (stereo not drawn),1,.,0.1,-0.2,3,-1.2,.,1,0.2,-4,.

# Compound profiles, as listed above. Order of values: GC-A act | DAX1 inh-1 | hcDAF-12 act | hgDAF12 agonist | ADAM10 inh | ssDAF-12 act | PG9 Ab binder | ADAM17 inh | DAX1 inh-2 | SMARCA2 act | FXN GAA850 act
# Results for COc1cc2c(cc1OC)C(C(=O)Nc1ccccc1N1CCN(C)CC1)C1c3ccccc3CCN1C2=O (stereo not drawn) → -35 | -0.5 | -2.1 | -0.6 | -6 | -2.1 | 1.0 | -4 | -0.6 | -5 | -9.5
# Results for O=S(=O)(c1ccc2c(c1)CCN2)N1CCOCC1 → -1 | 0.4 | 1.0 | -2.5 | -23 | -0.4 | -1.1 | -5 | -1.9 | -4 | 0.4

# Continuation:
smiles,GC-A act,DAX1 inh-1,hcDAF-12 act,hgDAF12 agonist,ADAM10 inh,ssDAF-12 act,PG9 Ab binder,ADAM17 inh,DAX1 inh-2,SMARCA2 act,FXN GAA850 act
S=C(Nc1ccc2nc(-c3ccccn3)c(-c3ccccn3)nc2c1)N1CCOCC1,5,-1.0,-0.5,-2.5,-359,-0.8,2.4,-94,-0.6,-3,1.5
O=C(O)CCC(=O)N1CCc2cc(S(=O)(=O)N(CCc3ccccc3)Cc3ccccc3)ccc21,5,-0.9,-0.2,-2.5,17,-0.3,-0.6,7,0.2,-4,2.8
Cc1ccc(N(CC(=O)NCc2ccc3c(c2)OCO3)S(C)(=O)=O)cc1,2,0.2,-1.1,0.4,0,-1.1,-0.6,-2,0.2,0,0.1
Cn1nc(C(=O)N2CCN(S(=O)(=O)/C=C/c3ccccc3)CC2)c2ccccc2c1=O,-10,-1.1,3.0,2.8,1,-1.7,0.9,-1,-0.6,0,2.5
Cc1ccc(C(=O)Nc2cccc(C(=O)NCc3ccccc3)c2)cc1,3,-1.8,-0.1,-1.1,6,-1.8,-5.2,1,0.3,1,0.1
